Menin-MLL TR inh: displaces Texas Red mutant MLL peptide from human menin. O00255. Menin + Texas Red MLL mutant peptide, fluorescence polarization. Potency, µM (titrated, usually from 61.6 µM), for the others: at the highest dose FP activity change, negative = inhibition, most hits filed as inhibitors. 0.23% of 270,000 active. AID 1768; active means well fitted inhibition curve with a large enough effect in the polarisation, with a control signal flat, not every such curve was filed as active; inconclusive means small, poorly fitted or top-dose-only effect, or effect the other way, or a change in a side signal; inactive means no such curve, though single readings can be large or run the other way; the % refers to the polarisation; further: potency means the concentration at half of the fitted maximal effect; % of control where 0% means no effect; many of its hits are not listed in these tables
MLL CXXC-DNA inh: inhibitors of human MLL CXXC domain-DNA interaction | MLL-CXXC / FITC-HOXA9 DNA fluorescence polarization | Potency, µM (highest dose often 115 µM), for the others: at the highest dose activity change, negative = inhibition, actives largely listed as inhibitors | 0.037% of 290,000 active; active means well fitted inhibition curve with a large enough effect in the polarisation, with a control signal flat, not every such curve was filed as active; inconclusive means small, poorly fitted or top-dose-only effect, or effect the other way, or a change in a side signal; inactive means no such curve, though single readings can be large or run the other way; the % refers to the polarisation; further: potency means the concentration at half of the fitted maximal effect
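Fluorescence polarization: 7 uM MLL-CXXC (stock) preincubated 5 min with compounds, then 50 nM fluorescein-HOX-A9 DNA (stock) added; 30 min ambient. Buffer 50 mM Tris-HCl pH 7.5, 50 mM NaCl, 1 mM DTT, 0.05% BSA.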
TCR act: T cell receptor activation | primary human leukocytes, anti-CD3, IL-2 HTRF, 48 h | Potency, µM (doses to about 9.22 µM), for inactives: at the top dose activation of IL-2 secretion, actives largely listed as activators | 330,000 tested, under 10 active | AID 504894; further: % of control where 0% means no effect
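Readout: HTRF IL-2, Eu-cryptate/d2 antibody pair, 320nm excitation, 665nm emission. Stimulus: a-CD3 beads, no co-stimulation. Cells: primary human leukocytes. Exposure: 48 hr with compound.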
S-ASM inh: inhibitors of human secretory acid sphingomyelinase; P17405; placental ASM, HMU-PC fluorogenic substrate, 60 min; Potency, µM (doses to about 57.5 µM), for inactives: at the top dose activity change, negative = inhibition, usual class: inhibitors; 0.006% of 340,000 active; AID 504937; further: potency means the concentration at half of the fitted maximal effect
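qHTS format. ASM enzyme prepared from human placenta hydrolyses the fluorogenic substrate HMU-PC0 (9 uM final) over 60 min at 37 °C after a 10 min compound preincubation.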
PTAP TSG101 blk: blocks PTAP/TSG101 interaction to inhibit HIV-1 budding | Q99816 | Fluorescence polarization, FITC-PTAP peptide / Tsg101 binding | Potency, µM (titrated, usually from 115 µM), for inactives: at the top dose activity change, negative = inhibition, usual class: inhibitors | 340,000 tested, under 10 active; active means well fitted inhibition curve with a large enough effect in the main read-out, with a control signal flat, not every such curve was filed as active; inconclusive means small, poorly fitted or top-dose-only effect, or effect the other way, or a change in a side signal; inactive means no such curve, though single readings can be large or run the other way; further: potency means the concentration at half of the fitted maximal effect; % of control where 0% means no effect
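Fluorescence anisotropy tracks displacement of a FITC-tagged PTAP peptide (50 nM) from the Tsg101 binding domain (10 uM), following a 20 min room-temperature incubation at pH 7.5.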
TSHR antagonist: blocks TSH signaling through the human TSH receptor. P16473. TSHR-expressing cells, TSH-stimulated cAMP HTRF, 2 h; hits give low values. activity change, negative = inhibition, % at 11.5 µM. 0.2% of 330,000 active. AID 504810;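 active means activity change below a set negative limit, meaning inhibition stronger than a set level, cut at about -70% in these data; inconclusive means activity change between two set negative limits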; further: on the % scale 0 is the no-effect control and ±100 the full control effect
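Inhibition of cAMP made by TSHR-expressing cells under TSH stimulation (4nM final, EC80; 2 h, 37 deg C) is quantified with a one-step lysis HTRF kit, anti-cAMP cryptate versus cAMP-d2.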
a7 integrin act: integrin-mediated muscular dystrophy alleviation activation; alpha7betagal myoblasts, beta-gal FDG fluorescence, 48 h; Potency, µM (titrated, usually from 38.3 µM), inactives show at the highest dose activation, most hits filed as activators; 0.064% of 350,000 active;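 further: potency means the concentration at half of the fitted maximal effect; 100% = response of the positive control SU9516; nearly all actives have a fitted effect of over 60% in size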
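alpha7betagal+/- myoblasts (passage 13, 250/well) treated 48 h at 37C with compounds at 1:260 dilution of DMSO stock. Lysed, then beta-galactosidase activity read as FDG fluorescence (ex 480/em 540) after 30 min, with pre-read for autofluorescence.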
A-T KAP1 phos: candidate therapy for ataxia-telangiectasia; Potency, µM (doses to about 57.5 µM), inactives show at the top dose activation, usual class: activators; AID 485349; […] A-T fibroblasts, KAP-1 phosphorylation AlphaLISA; neocarzinostatin DNA damage 30 min before lysis; 0.19% of 320,000 active; further: potency means the concentration at half of the fitted maximal effect; % of control where 0% means no effect; nearly all actives have a fitted effect of over 45% in size
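ATM-like activity read as KAP-1 phosphorylation via AlphaLISA donor/acceptor antibody pairs after lysis and 6 hr at 25C. Cells were ATM-null patient fibroblasts ([…], hTERT), dosed 60 min, then exposed to the DSB inducer NCS for 30 min.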
MBNL1 CUG block: blocks human MBNL1 binding to CUG repeat RNA | AID 2675 | Q9NR56 | TR-FRET MBNL1-His/biotin-(CUG)12 binding, 665/545 ratio | Potency, µM (titrated, usually from 57.5 µM), without a hit: at the highest dose activity change, negative = inhibition, hits mostly inhibitors | 0.036% of 280,000 active; active means well fitted inhibition curve with a large enough effect in the signal ratio, with a control signal flat, not every such curve was filed as active; inconclusive means small, poorly fitted or top-dose-only effect, or effect the other way, or a change in a side signal; inactive means no such curve, though single readings can be large or run the other way; the % refers to the signal ratio; further: potency means the concentration at half of the fitted maximal effect; on the % scale 0 is the no-effect control and ±100 the full control effect
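TR-FRET between His-tagged MBNL1 and biotin-(CUG)12 RNA, detected with Tb anti-His antibody (0.055 ng/ul) and streptavidin-XL665 (5 nM), 60 min at room temperature. Compounds titrated 92 nM to 58 uM; 665/545 nm ratio normalized to buffer and complex controls.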
Mito fusion act: inhibitors of mitochondrial division or activators of mitochondrial fusion; S. cerevisiae fusion-defective mutant growth rescue, CellTiterGlo 48 h; AID 485298; 0.23% of 320,000 active; Potency, µM (doses to about 46.1 µM), for the others: at the highest dose growth rescue (activation), most hits filed as activators;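 further: potency means the concentration at half of the fitted maximal effect; % of control where 0% means no effect; nearly all actives have a fitted effect of over 45% in size; temperature-sensitive fusion mutants such as fzo1-1 at 37 °C on non-fermentable ethanol glycerol medium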
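Temperature-sensitive fusion-defective S. cerevisiae (e.g. fzo1-1, mgm1-5) were grown with compound in YPEG medium (3% ethanol, 3% glycerol) for 48 hours at 37C. Growth rescue was measured as viability by CellTiterGlo luminescence after 10 minutes at ambient.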
* hit, by the source's call; ? = inconclusive; . = no result given; [ ] = dose if it differs, or a comment. Unless noted, the call rests on the fitted dose curve; in most records, active means well fitted curve in the direction sought with a large enough effect; inconclusive means small, poorly fitted or top-dose-only effect, or another doubt; inactive means no such curve, though single readings can be large; an effect the other way counts as inactive or inconclusive. Not all compounds are listed; rates above refer to the full screens.

SMILES	Menin-MLL TR inh	MLL CXXC-DNA inh	TCR act	S-ASM inh	PTAP TSG101 blk	TSHR antagonist	a7 integrin act	A-T KAP1 phos	MBNL1 CUG block	Mito fusion act
CC(C)(C)c1ccc(C(=O)Nc2ccccc2NC(=O)c2ccco2)cc1	2%	-16%	-7%[46.1 µM]	-4%	-4%	-13	?	.	13%	?
CN(C)/C=C(\C=O)c1ncc(C(F)(F)F)cc1Cl	13%	?	13%	-3%	-1%	-3	5%	2%	-14%	-3%
Cc1oc(CC(C)C)cc1C(N)=O	3%	-3%	4%	4%	2%	-3	17%	26%	0%	5%
Cc1cccc(CN2CCCC(C(=O)N3CCCCC3)C2)c1 (configuration not stated)	3%	-11%	3%	1%	1%	14	4%	1%	-2%	-8%
O=C(C1CCCN(Cc2ccccc2F)C1)N1CCc2ccccc2C1 (configuration not stated)	.	-8%	-4%	0%	-1%	36	-9%	40µM*	-22%	-6%
Cc1c(/C(O)=C2\C(=O)C(=O)N(CCCN(C)C)C2c2ccccc2)cnn1-c1ccccc1 (configuration not stated)	-5%	-1%	1%	3%	-7%	8	6%	0%	-3%	2%
CCN(c1nc(N)c(C(=O)N=C(N)N)nc1Cl)C(C)C	?	-2%	1%	109%[activator]	-5%	-13	.	.	?	?
CCOC(=O)CCC(=O)NNC(=O)c1ccc(NC(=O)c2ccccc2)cc1	17%	-2%	-3%	4%	-4%	25	15%	11%	2%	-4%
Cc1nnc2n(-c3ccc(Cl)cc3)c(=O)c3c4c(sc3n12)CN(C)CC4	-10%	1%	.	.	.	0	.	1%	-4%	0%
COc1ccc(S(=O)(=O)N2CCN(CC(=O)c3ccc(O)c(O)c3)CC2)cc1	.	23%	1%	-1%	-1%	-3	-18%	-1%	2%	2%
COc1cc(-c2cc(C(=O)N3CCCCCC3)c3ccccc3n2)cc(OC)c1OC	.	.	-2%	5%	1%	11	-3%	4%	.	10%
COC(=O)c1cccc(NC(=S)NCc2ccc(F)cc2)c1	33%[activator]	5%	-3%	3%	-2%	-2	10%	1%	-2%	-16%
CC[n+]1c(/C=C/c2ccc(OC)c(OC)c2)ccc2ccccc21	-14%	34%[activator]	.	29%	9%	-1	13%	2%	?	-3%
Cn1c(=O)c2c(-c3cccc(Br)c3)c(C#N)c(N)nc2n(C)c1=O	.	-5%	-1%	-1%	-2%	5	-8%	0%	1%	7%
O=C(NC1CCN(Cc2ccccc2)CC1)C1CCN(S(=O)(=O)c2cccc3nsnc23)CC1	-23%	6%	-5%	2%	-6%	2	18%	5%	16%	-1%
O=C(O)c1ccccc1SCc1nc2ccccn2c1Br	-7%	-28%	4%	4%	-7%	-2	?	0%	-7%	2%
COCCN1CCN(C(=O)c2ccc3oc(CCCc4ccccc4)nc3c2)CC1	.	-1%	4%	3%	1%	-4	9%	27%	-5%	0%
Cc1ccc(-c2nc3cc(N)ccc3o2)cc1	23%	-2%	-8%	110%[activator]	-2%	-4	20%[7.66 µM]	5%	?	12%
CSCC[C@H](NC(=O)Cc1ccc(Cl)cc1)C(=O)N1CCC2(CC1)NCCc1[nH]cnc12	.	0%	-3%	5%	-3%	5	?	3%	-8%	-6%
CC(=O)Oc1c(Br)cc(N(C(C)=O)S(=O)(=O)c2ccccc2)c2ccccc12	?	-1%	-44%	-3%	-2%	-5	-52%[inhibitor]	8%	?	-12%
C[C@H]1COC(=O)[C@@H](Cc2ccc(F)cc2)CC/C=C/C[C@H](CC(=O)N(CCO)Cc2ccccc2)C(=O)N1	.	.	1%	-3%	.	-5	-5%	8%	.	.
COc1ccc(-n2nc3ccccc3n2)cc1	3%	-2%	12%	2%	-4%	9	0%	6%	-6%	-3%
Cc1cc(C(=O)N2CCc3ccccc3C2)no1	.	-5%	-1%	2%	-4%	-7	42%	13%	-4%	-1%
COC(=O)Cn1cc([N+](=O)[O-])nc1C	-13%	-1%	1%	0%	-9%	-5	-6%	-2%	7%	9%
COc1cccc(OC(=O)N2CCOCC2)c1	-9%	5%	-4%	3%	0%	7	2%	-1%	2%	-11%
Cc1ccc(C)c(-n2c(-c3csc(C)c3C)n[nH]c2=S)c1	-5%	9%	-7%[46.1 µM]	-7%	-2%	-38	4%	-10%	-13%	13%
Cc1nc2c(C(=O)N3CCN(C)CC3)cnn2c(C)c1Cc1ccc(Cl)cc1	-12%	-2%	.	6%	-10%	4	-10%[7.66 µM]	1%	-6%	-2%
O=C(Nc1cccc(OCC(=O)N2CCOCC2)c1)c1cccc(Cl)c1	1%	-3%	1%	-2%	-2%	-7	-18%	12%	-4%	-2%
Cc1[nH]n(-c2ncc(-c3ccccc3)s2)c(=O)c1C(c1ccc(Br)cc1)C(C#N)C#N (configuration not stated)	?	1%	-9%	-7%	-5%	-1	15%	-7%	.	-10%
CCCCNC(=O)CCn1ccc2cc(S(=O)(=O)N3CCCC3)ccc21	.	1%	-1%	-1%	-4%	-10	0%	6%	-2%	-1%
COc1ccc(C)cc1S(=O)(=O)N(C)CC(=O)N1CCN(c2ccccc2)CC1	?	12%	5%	8%	-1%	5	25%	0%	0%	-2%
O=C1CCC(C(=O)Nc2cccc(Oc3ccccc3)c2)=NN1	20%	20%	-6%	-9%	3%	-4	2%	3%	-6%	18%
CCc1ccc(CN2CCC(Oc3ccc(C(=O)N4CCCCC4)cc3)CC2)cc1	.	12%	1%	5%	-1%	10	-49%[inhibitor]	4%	-11%	-6%
Cc1c(C)c2ccc(OCC(=O)c3ccccc3)cc2oc1=O	?	-2%	-4%	23%	-6%	-2	19%	-31%	-1%	-32%
O=C(CCS(=O)(=O)c1cc(Br)cc2c1N(C(=O)C1CC1)CC2)N1CCN(c2ccccn2)CC1	-4%	2%	-41%	2%	-3%	13	19%	2%	-16%	4%
CCn1nnc2cc(C(=O)N(CCOC)CC(=O)Nc3cccc(C)c3C)ccc21	.	.	-2%	3%	71%[activator]	12	-7%	0%	.	-5%
CC1CN(c2nc(N(C)c3ccccc3)nc(N)c2[N+](=O)[O-])CC(C)O1 (configuration not stated)	2%	1%	-3%	-7%	-8%	-3	0%	-6%	8%	9%
C=CCN1c2ccccc2[C@]23C[C@@H](C(=O)OC)N(C(=O)OCC)C2=NC(C(=O)OC)=C(C(=O)OC)[C@H]13	-8%[11.7 µM]	.	-1%	2%	-4%	.	-11%	.	.	.
COc1cc(NC(=O)Cc2cccs2)ccc1-n1cnnn1	11%	-2%	1%	-2%	-7%	5	-23%	-3%	-2%	-6%
COc1ccc2nc(SCC(=O)NN)cc(C)c2c1	?	0%	3%	3%	-3%	-10	13%	10%	4%	-10%
COC(=O)c1ccccc1NC(=O)c1cncc(Br)c1	-11%	0%	9%	3%	-1%	-2	3%	-4%	-1%	5%
Cc1nn(-c2ccccc2)c(N2CCCC2)c1/C=C1\N=C(c2ccc(F)cc2)OC1=O	-14%	11%	0%[46.1 µM]	-10%	?	-11	2%	.	-17%	-2%
COc1cccc(NC(=O)c2ccc(OC(F)(F)F)cc2)c1	.	.	2%	2%	0%	-24	-39%	31%	.	3%
CCCCCn1c(Sc2nc3ccccc3s2)nc2c1c(=O)[nH]c(=O)n2C	?	15%	-1%	-12%	0%	-12	-34%	10%	26%	25%
CCOC(=O)N1CCC(NC(=O)Cn2cccc2C(=O)c2ccccc2)CC1	1%	-9%	0%	5%	-4%	8	5%	3%	-12%	8%
Cc1cc(C(=O)N2CCN(c3ccc(F)cc3)CC2)on1	3%	.	-3%	0%	-3%	8	-13%	-1%	2%	-3%
COc1ccc(S(=O)(=O)n2ccnc2C)c(C)c1C	0%	8%	-8%	7%	2%	3	20%	1%	-12%	-1%
Cc1ccc(NC(=O)CN2C(=O)CSc3ccc(S(=O)(=O)N4CCCCC4)cc32)cc1	4%	8%	5%	-5%	-4%	8	-21%	-3%	-5%	6%
CCOc1ccc(NC(=O)CSc2nc3nc4c(cc3c(=O)n2CC)COC(C)(C)C4)cc1	.	14%	1%	-2%	-2%	-11	-35%	-12%	-4%	2%
COCCN1C(=O)C(=O)/C(=C(/O)c2ccc(S(=O)(=O)N3CCCCC3)cc2)C1c1ccc(O)c(OC)c1 (configuration not stated)	7%	-8%	-4%	-4%	-12%	13	-26%	-3%	6%	-8%
Cc1n[nH]c(=O)n1-c1ccc(OC(F)(F)F)cc1	2%	0%	2%	0%	-5%	-11	5%	1%	-6%	3%
Cc1ccc(-c2nnn(CCC(=O)Nc3ccc4c(c3)OCO4)n2)cc1	26%	-5%	6%	-2%	-4%	25	6%	-6%	-2%	0%

Bioassay records deposited in PubChem by National Center for Advancing Translational Sciences (NCATS).
